Screening results (PubChem)
NadD block: NadD (S. aureus) enzyme inhibition; inhibition, % at 20 µM; 360,000 tested, 0.78% active; purified NadD enzyme, colorimetric absorbance read-out; in the data active = inhibition above about 26%; note: some compounds past the cut are filed as inactive
Tb MetRS inh: blocks T. brucei methionyl-tRNA synthetase activity. purified T. brucei MetRS, ATP depletion, Kinase-Glo luminescence. inhibition, % at 11.9 µM. 360,000 tested, 0.4% active. AID 624268;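 active = inhibition above a per-plate cutoff of the control wells' mean inhibition plus 3 SD, cut at about 5.5% in these data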;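 note: 0% = DMSO wells median and 100% = median of wells with control inhibitor compound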
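Dosing: 11.9 µM single point; system: parasite MetRS enzyme; technique: luminescence of leftover ATP; times: 15 min enzyme-compound preincubation, 2 h reaction, 10 min detection, 25 °C; replicates: each compound tested once; read-out basis: percent inhibition relative to median high and low control wells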
NRP1-CendR mod: NRP-1/CendR interaction modulation | O14786 | FAM-RPARPAR peptide binding to NRP-1, fluorescence polarization | inhibition, % at 25 µM | 360,000 tested, 0.85% active | AID 602438;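 active = inhibition or corrected inhibition above about 18%, plus a signal ratio from 0.5 to 1.5, limit read from the data, passing the limit was not always enough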; note: strong numbers were not always called active
Neddylation inh: cullin neddylation inhibition; 360,000 tested, 0.58% active; TR-FRET cullin neddylation, biochemical; calls only at 25 µM; P61081+Q13564; in the data active = inhibition above about 36%
Target sequence (P61081 whole entry, looked up): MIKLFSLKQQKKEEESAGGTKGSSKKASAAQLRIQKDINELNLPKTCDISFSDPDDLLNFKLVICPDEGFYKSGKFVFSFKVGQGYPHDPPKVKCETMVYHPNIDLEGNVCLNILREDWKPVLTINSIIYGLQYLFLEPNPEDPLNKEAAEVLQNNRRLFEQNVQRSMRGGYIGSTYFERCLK
Target sequence (Q13564 whole entry, looked up): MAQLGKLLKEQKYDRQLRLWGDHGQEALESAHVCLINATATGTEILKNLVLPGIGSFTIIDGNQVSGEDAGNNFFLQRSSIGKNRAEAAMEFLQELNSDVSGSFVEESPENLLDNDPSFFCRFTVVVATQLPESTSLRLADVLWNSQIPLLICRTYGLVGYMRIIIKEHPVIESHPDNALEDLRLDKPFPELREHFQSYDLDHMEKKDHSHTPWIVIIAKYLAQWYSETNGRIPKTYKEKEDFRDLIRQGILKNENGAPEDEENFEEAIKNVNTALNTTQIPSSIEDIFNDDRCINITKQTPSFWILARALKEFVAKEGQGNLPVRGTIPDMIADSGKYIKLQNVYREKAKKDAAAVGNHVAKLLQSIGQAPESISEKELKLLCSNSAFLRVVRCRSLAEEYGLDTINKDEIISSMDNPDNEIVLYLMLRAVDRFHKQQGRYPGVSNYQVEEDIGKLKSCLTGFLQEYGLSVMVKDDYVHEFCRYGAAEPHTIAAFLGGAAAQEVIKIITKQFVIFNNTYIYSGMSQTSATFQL
Scp-1 inhibitor: inhibitors of human Scp-1 phosphatase | Recombinant Scp1, phosphopeptide, malachite green phosphate absorbance | inhibition, % at 20 µM | Q9GZU7 | AID 493091 | 340,000 tested, 0.88% active;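 active = inhibition above about 50% at 20 µM, limit read from the data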;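 note: plate controls were DMSO wells with enzyme for no effect and wells lacking enzyme for full effect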
Target sequence (Q9GZU7 76-261 limits assumed): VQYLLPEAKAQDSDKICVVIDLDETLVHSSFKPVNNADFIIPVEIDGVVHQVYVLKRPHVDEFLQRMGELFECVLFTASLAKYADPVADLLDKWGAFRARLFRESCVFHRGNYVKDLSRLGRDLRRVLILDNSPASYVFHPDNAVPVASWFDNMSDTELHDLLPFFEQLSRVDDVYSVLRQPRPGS
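Material – SCP-1 phosphatase catalytic domain, residues 76-261 · Buffer or medium – Acidic Tris acetate buffer with magnesium and detergent · Also added – Phospho 17-mer peptide substrate · Compound – single 20 µM dose, 1% DMSO · Times – 45 min room-temperature reaction, 5 min colour, 30 min stabiliser · Technique – Phosphate-binding colour reagent, absorbance read at 630 nm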
DNMT1 block: blocks human DNA methyltransferase DNMT1; inhibition (reported as % activation of signal), % at 10 µM; DNMT1 molecular beacon, Hinp1I cleavage, fluorescence; P26358; AID 588458; 360,000 tested, 0.83% active; in the data active = inhibition above about 50%
SUMO1 PPI mod: alters human SUMO1 binding to SIM partners; 360,000 tested, 0.33% active; SUMO1 binding to a labelled peptide, TR-FRET, 1 h; P63165; inhibition, % at 20 µM; AID 602429; in the data active = inhibition above about 37%
STEP block: STEP (human) phosphatase inhibition; P54829; inhibition, % at 20 µM; recombinant STEP, OMFP fluorogenic substrate, fluorescence; 360,000 tested, 0.25% active;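 active = inhibition at 20 µM, scaled per plate between control wells, above about 37%, limit read from the data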;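 note: 0% = DMSO with enzyme and substrate and 100% = substrate only without enzyme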
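System: STEP (striatal-enriched tyrosine phosphatase) enzyme, cell-free; medium: Bis-Tris pH 6.0 buffer with DTT, detergent; dosing: 20 µM, 1% DMSO; times: reaction 20 min, ambient temperature; detection: fluorescence, 480/540 nm; read-out basis: normalized % inhibition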
LMPTP inh: blocks human LMPTP phosphatase | AID 651560 | 360,000 tested, 0.22% active | inhibition, % at 20 µM | P24666 | recombinant LMPTP-A, OMFP fluorogenic substrate, fluorescence intensity;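 active = compounds that cut the enzyme signal by at least half of the control window in the single-dose screen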;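 note: plate controls were DMSO wells with enzyme plus substrate for no effect and substrate without enzyme for full effect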
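Test system: LMPTP-A phosphatase enzyme; input: 0.625 nM LMPTP-A final; reagent: OMFP substrate, 400 µM final; compound dosing: 20 µM single dose, 3% DMSO; incubation: 50 min dark incubation at room temperature; measured by: endpoint fluorescence intensity from OMFP dephosphorylation; measure: % inhibition relative to no-enzyme and uninhibited control wells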
SKN-1 inh: C. elegans SKN-1 inhibition; inhibition, % at 21.8 µM; AID 624304; C. elegans VP596 Pgst-4::GFP/RFP ratio, acrylamide-induced, 24 h; 360,000 tested, 0.49% active;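 active = interference check ratio from 0.5 to 1.5 plus GFP to RFP signal ratio inhibition reaching or exceeding a fixed threshold, cut at about 30% in these data, passing the limit was not always enough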; note: some compounds called inactive have numbers as strong as hits
* hit, by the source's call; i = inactive; / = no result given.

SMILES | NadD block | Tb MetRS inh | NRP1-CendR mod | Neddylation inh | Scp-1 inhibitor | DNMT1 block | SUMO1 PPI mod | STEP block | LMPTP inh | SKN-1 inh
O=C(Nc1ccncc1)c1ccc(F)cc1 | -10 | -0.7 | 0 | i | -10 | 1 | 0 | -1 | -1.6 | -2
CS(=O)(=O)NCc1ccc(C(=O)O)cc1 | -1 | -0.3 | -16 | i | -3 | 1 | -2 | 1 | -0.8 | -3
CN(CCOc1ccc(Br)cc1)CC(O)COc1ccc(C#N)cc1 (stereo unspecified) | -7 | 0.0 | 10 | i | -4 | 0 | 4 | -2 | 0.9 | -2
COc1cc(CN2CCC(C(=O)NC3CCCC3)CC2)cc(Br)c1O | 8 | -0.6 | 1 | i | -9 | 3 | -1 | -2 | -15 | -14
CCn1c(SCC(=O)N/N=C/c2c[nH]c3ccccc23)nnc1-c1ccc(C)cc1 | 8 | -0.2 | 9 | i | -1 | -3 | -1 | -2 | 0.1 | -10
O=C(CN1C(=O)c2cccc3cccc1c23)N1CCN(c2ccccc2)CC1 | -5 | -0.2 | -13 | i | 11 | -1 | -9 | 0 | 1.0 | -2
CC(C)(C)c1ccc(-n2ncc3c2CCCC3NC(=O)CN2CCCCC2=O)cc1 (stereo unspecified) | -2 | 0.3 | 3 | i | 1 | 4 | 4 | 0 | -1.3 | -5
CN(C(=O)CCS(=O)(=O)c1cc2c(cc1Cl)NC(=O)CO2)C1CCCCC1 | 3 | 0.3 | 12 | i | -4 | 1 | -2 | 3 | -0.6 | 7
Cc1cccc(Cn2c(SCCN3CCOCC3)nc3c2c(=O)n(C)c(=O)n3C)c1 | 0 | -0.5 | 4 | i | -7 | 1 | 1 | 4 | -1.4 | -3
CN(C)c1ccc(C=C2C(=O)OC3(CCCC3)OC2=O)cc1 | -3 | -0.6 | -20 | i | -5 | 0 | 1 | 1 | 0.0 | 17
CCOC(=O)N1C(=O)[C@@](c2ccc(Cl)cc2)(C(C)C)N1C(=O)OCC | -4 | -0.1 | 5 | i | -12 | 3 | 5 | 0 | -0.3 | -4
O=C(Oc1ccc2ccccc2c1Cl)N1CCCCCC1 | -7 | -1.4 | 9 | i | -2 | 12 | -2 | 10 | 0.5 | -2
Cc1coc2c1c(C)cc1oc(=O)c(CC(=O)N[C@@H](CC(C)C)C(=O)O)c(C)c12 | 8 | -1.1 | -3 | / | 0 | 6 | -3 | -2 | -1.5 | -8
Cc1ccc(CCC(=O)Nc2ncc(Cc3cc(Cl)ccc3Cl)s2)o1 | 15 | -0.7 | -18 | i | 33 | 13 | -1 | 3 | 0.3 | 12
CCOC(=O)c1nc2nc(-c3cccs3)cc(C(F)(F)F)n2n1 | -3 | 0.5 | 7 | / | -4 | 2 | -6 | 3 | 0.6 | 1
O=C(CSC1=NNC(c2ccccn2)S1)Nc1ccccc1 (stereo unspecified) | -1 | 0.2 | -6 | i | -7 | -16 | -3 | 2 | 0.6 | 4
CCc1nc(NCC(C)C)c(C#N)c2c1COC(C)(C)C2 | -6 | 0.1 | 3 | i | -6 | 6 | 3 | -2 | -0.9 | -6
c1ccc2c(C(c3nnnn3-c3ccc4c(c3)OCCO4)N3CCCC3)ccnc2c1 (stereo unspecified) | 8 | -0.1 | 3 | i | / | / | -2 | / | -1.0 | 4
CC(=O)N1CCN(C(C(=O)Nc2c(C)cccc2C)c2ccccc2OC(F)(F)F)CC1 (stereo unspecified) | / | -0.1 | -3 | i | / | / | 3 | / | -0.7 | -13
CC(=O)N1CCN(C(=O)c2ccc(C)c(S(=O)(=O)N3CCCCC3)c2)CC1 | -4 | -0.3 | 2 | i | -2 | 2 | -2 | 2 | -0.8 | 3
CCC(=O)N1CCN=C1SCc1cccc(F)c1 | -1 | 0.0 | -1 | i | -5 | 1 | 5 | -3 | -1.2 | -17
Cn1cnnc1SCC(=O)Nc1ccc2c(c1)CCC2 | -3 | 0.0 | -12 | i | 0 | 1 | -1 | 2 | -0.7 | -9
COc1ccccc1NC(=O)CCS(=O)(=O)c1ccc2c(c1)NC(=O)C(C)S2 (stereo unspecified) | -2 | -0.1 | 3 | i | -9 | 1 | 0 | 62* | -0.8 | 14
C=CCN(CC=C)S(=O)(=O)c1ccc2nsnc2c1 | -6 | -1.1 | 9 | i | -8 | -2 | -24 | 0 | 1.3 | 7
CCc1nc2ccc(C(=O)NCCN3CCNC3=O)cn2c1N(CC)CCOC | 3 | -0.2 | 20 | i | / | 1 | 3 | -2 | -1.9 | 4
CCC/C(=N\NC(=O)c1ccc(CSc2nncn2C)cc1)c1ccccc1 | -1 | 0.3 | -8 | i | -5 | 1 | 1 | 2 | -2.6 | -4
OC(C#CCN1CCCCCC1)(c1ccccc1)c1cccnc1 (stereo unspecified) | -1 | -0.1 | 14 | i | -7 | 6 | -1 | 0 | -0.2 | 0
[O-]c1n[n+](-c2ccc(Cl)cc2Cl)cc2ccccc12 | 1 | -0.5 | 25 | i | 5 | 5 | -15 | 0 | 2.6 | -1
COC(=O)c1ccc(NC(=O)COC(=O)c2cccc3c(=O)c(C)c(-c4ccccc4)oc23)cc1 | 8 | 0.2 | -5 | i | -8 | -4 | 3 | 2 | -0.2 | 0
COc1ccc(C(C(=O)NC2CCCC2)N(CCN(C)C)C(=O)c2snc(C(N)=O)c2N)cc1 (stereo unspecified) | -2 | -0.6 | -5 | i | -6 | -1 | 0 | -2 | -7.3 | 6
CCOc1cc(Br)cc(C(c2c(C(=O)O)[nH]c3ccccc23)c2c(C(=O)O)[nH]c3ccccc23)c1O | 17 | 0.3 | -125 | i | -11 | 2 | 11 | -6 | 5.7 | 3
O=C1OCc2cc(NC(=O)C3CCCCC3)ccc21 | 1 | 0.5 | 5 | i | -11 | -5 | 1 | -2 | 1.6 | -20
C=CCSc1nnc(-c2ccncc2)n1-c1ccc(OCC)cc1 | 0 | -0.4 | 5 | i | -9 | -2 | -6 | 1 | 0.9 | 0
N=c1sccn1CC(=O)Nc1ccccc1Sc1ccccc1 | -2 | -1.0 | 6 | i | 1 | -4 | -17 | -1 | 2.6 | 2
O=C(C1CCC(CNc2nc(=S)[nH]c3ccccc23)CC1)N1CCN(c2ccccn2)CC1 (stereo unspecified) | 9 | -1.0 | 1 | i | 0 | -7 | 14 | 1 | 31 | -4
Cc1ccc(NC(=O)/C(C#N)=C/c2ccc(Sc3nc(C)cc(C)n3)o2)cc1 | 8 | 0.0 | 4 | i | -7 | 1 | 1 | -2 | -0.2 | -2
Cc1nnc(NC(=O)CSc2nc3ccccc3[nH]2)s1 | 2 | -0.4 | -1 | i | 6 | 4 | -2 | 0 | 0.2 | -11
CCOC(=O)c1cc2sc(C)cc2n1C(C)C(=O)OCC (stereo unspecified) | 4 | -0.5 | 4 | i | 20 | 1 | 1 | -1 | 1.3 | 5
CNC(=O)CSc1nnc(-c2ccco2)n1-c1ccc(C)cc1 | 0 | 0.5 | 2 | i | -7 | -1 | 1 | -4 | -0.3 | 10
CC(C)CN1CCNC(=O)C1CC(=O)N(C)CC1CCOCC1 (stereo unspecified) | -2 | -0.7 | -20 | i | -5 | -3 | 3 | -3 | -0.8 | -2
Cc1ccc(C(=O)N[C@H](C(=O)OCc2nnc(-c3ccccc3)o2)C(C)C)cc1 | -2 | -0.1 | -3 | i | 1 | -5 | 4 | -2 | 1.2 | -3
Nc1[nH]c(C(=O)c2ccccc2)c(-c2ccccc2Br)c1C(=O)NCCc1ccc(Cl)cc1Cl | 17 | -1.5 | -17 | i | / | / | 2 | / | -0.8 | 0
CSc1ccccc1C(=O)Nc1ccccc1C(=O)N1CCCC1 | -2 | 0.6 | -14 | i | -7 | -5 | -6 | -5 | -0.4 | -9
CCOc1ccccc1NC(=O)CSc1nnc2ccc(-c3ccncc3)nn12 | -4 | -1.2 | 12 | i | -12 | 1 | -28 | 1 | -1.0 | -3
O=S(=O)(NCc1ccccc1)c1cccc(S(=O)(=O)N2CCOCC2)c1 | -4 | 0.0 | -4 | i | 0 | -8 | 0 | 0 | -1.7 | -2
CCSc1ncc(Cl)c(C(=O)Nc2ccccc2OC)n1 | -4 | -0.3 | -1 | i | 0 | 13 | 0 | 3 | -0.6 | 0
COCCNc1nc(NCCOc2ccccc2Cl)c2sc(-c3ccccc3)cc2n1 | 8 | 0.5 | 7 | i | / | -16 | 4 | 8 | 6.1 | 9
Cc1ccc(N2CCN(/N=C/c3ccncc3)CC2)cc1 | 0 | -0.4 | -8 | i | -5 | -5 | -9 | -2 | 0.1 | 9
O=C(N/N=C/c1ccc[nH]1)c1cc2ccccc2cc1O | 11 | 0.8 | -14 | i | -7 | -8 | -11 | 2 | 1.8 | 10

Filtered by structure, the compounds so far containing two or more sulfur atoms
SMILES | NadD block | Tb MetRS inh | NRP1-CendR mod | Neddylation inh | Scp-1 inhibitor | DNMT1 block | SUMO1 PPI mod | STEP block | LMPTP inh | SKN-1 inh
O=C(CSC1=NNC(c2ccccn2)S1)Nc1ccccc1 (stereo unspecified) | -1 | 0.2 | -6 | i | -7 | -16 | -3 | 2 | 0.6 | 4
COc1ccccc1NC(=O)CCS(=O)(=O)c1ccc2c(c1)NC(=O)C(C)S2 (stereo unspecified) | -2 | -0.1 | 3 | i | -9 | 1 | 0 | 62* | -0.8 | 14
C=CCN(CC=C)S(=O)(=O)c1ccc2nsnc2c1 | -6 | -1.1 | 9 | i | -8 | -2 | -24 | 0 | 1.3 | 7
N=c1sccn1CC(=O)Nc1ccccc1Sc1ccccc1 | -2 | -1.0 | 6 | i | 1 | -4 | -17 | -1 | 2.6 | 2
Cc1nnc(NC(=O)CSc2nc3ccccc3[nH]2)s1 | 2 | -0.4 | -1 | i | 6 | 4 | -2 | 0 | 0.2 | -11
O=S(=O)(NCc1ccccc1)c1cccc(S(=O)(=O)N2CCOCC2)c1 | -4 | 0.0 | -4 | i | 0 | -8 | 0 | 0 | -1.7 | -2
